KCNK9 inh: KCNK9 potassium channel inhibitors, primary screen, HEK293 cells, thallium flux; FluxOR thallium flux fluorescence; hits give low values; B-score at 10 µM; 1.2% of 310,000 active; AID 488922, 2010;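 active = ratio B-score over 3 SD below the library mean, with starting fluorescence within 5 SD of its mean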;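 note: negative B-score means less thallium flux so channel inhibition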
Target sequence (Q9NPC2 whole entry, looked up): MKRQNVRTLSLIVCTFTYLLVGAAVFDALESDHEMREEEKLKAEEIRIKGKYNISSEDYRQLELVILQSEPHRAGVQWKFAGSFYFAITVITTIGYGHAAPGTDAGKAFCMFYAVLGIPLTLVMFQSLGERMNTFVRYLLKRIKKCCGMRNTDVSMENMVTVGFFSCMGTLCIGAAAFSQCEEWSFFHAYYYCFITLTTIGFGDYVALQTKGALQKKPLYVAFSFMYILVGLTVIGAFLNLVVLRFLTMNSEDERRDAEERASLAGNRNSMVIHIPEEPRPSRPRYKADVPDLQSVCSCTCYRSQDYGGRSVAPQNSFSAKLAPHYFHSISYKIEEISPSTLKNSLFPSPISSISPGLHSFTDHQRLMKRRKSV
TMEM16A inh: TMEM16A chloride channel inhibitors, primary screen, cell-based, HTS | 1.2% of 310,000 active | AID 588511, 2011 | Anoctamin-1 (Mus musculus), Q8BHY3 | normalized B-score (activity score, 25-100; higher = stronger inhibition) at 10 µM | HEK293 TMEM16A/YFP iodide influx fluorescence, ionomycin;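 active = ratio plate-corrected score three or more library SD toward inhibition, starting fluorescence score within five deviations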;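 note: score derived from kinetic fluorescence span divided by baseline fluorescence per well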
KCNQ1 pot: potentiators or activators of KCNQ1 channel, primary screen, cell-based, thallium flux, high-throughput; Potassium voltage-gated channel subfamily KQT member 1 (Homo sapiens), P51787; CHO-K1 KCNQ1, thallium flux FluxOR fluorescence; hits give high values; B-score at 10 µM; 0.35% of 310,000 active; AID 2648, 2010;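 active = fluorescence ratio B-score, a plate-corrected score, at least three library SD, with initial intensity B-score within 5 SD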
Target sequence (P51787 whole entry, looked up): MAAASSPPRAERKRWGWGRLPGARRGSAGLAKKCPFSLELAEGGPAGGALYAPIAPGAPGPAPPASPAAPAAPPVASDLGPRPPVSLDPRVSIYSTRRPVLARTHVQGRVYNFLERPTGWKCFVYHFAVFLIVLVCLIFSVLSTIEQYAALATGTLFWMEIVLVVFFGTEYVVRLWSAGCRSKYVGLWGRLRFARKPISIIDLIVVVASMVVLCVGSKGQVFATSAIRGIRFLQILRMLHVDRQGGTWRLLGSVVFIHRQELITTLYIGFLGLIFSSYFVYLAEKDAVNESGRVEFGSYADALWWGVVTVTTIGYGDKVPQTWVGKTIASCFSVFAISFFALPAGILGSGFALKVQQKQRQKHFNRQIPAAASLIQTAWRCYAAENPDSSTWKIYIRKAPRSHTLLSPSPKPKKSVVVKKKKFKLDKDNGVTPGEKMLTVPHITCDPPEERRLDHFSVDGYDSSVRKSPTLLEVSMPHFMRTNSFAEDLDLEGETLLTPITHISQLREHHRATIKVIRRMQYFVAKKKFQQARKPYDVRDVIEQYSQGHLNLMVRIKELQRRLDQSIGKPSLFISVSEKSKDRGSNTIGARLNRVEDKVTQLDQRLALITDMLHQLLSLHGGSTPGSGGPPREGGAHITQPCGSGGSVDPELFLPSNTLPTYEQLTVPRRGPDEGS
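Medium – assay buffer, equal DMSO in all wells · Material – CHO-K1 cell line with stable KCNQ1 potassium channel expression · Signal – kinetic FluxOR thallium fluorescence, 10-s 1-Hz baseline, 110-s post-stimulus read · Compound – single concentration per compound, DMSO matched to controls · Schedule – 37 °C overnight plating, 90-min dark dye load, 20-min compound pretreatment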
TMEM16A act: TMEM16A chloride channel activators or potentiators, primary screen, cell-based, HTS. HEK293 TMEM16A/YFP-H148Q/I152L, iodide quench fluorescence; hits give low values. B-score at 10 µM. 0.3% of 340,000 active;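 active = fluorescence-ratio B-score plate-corrected deviation score at least 3 library SD below zero, with starting fluorescence score within 5 deviations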;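 note: channel opened by trigger with iodide after compound preincubation; score built on the fluorescence ratio of max minus min over baseline; more negative score means more quench and so TMEM16A activation or potentiation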
Dyrk1A ADPGlo: rat Dyrk1A kinase inhibitors, primary screen, biochemical, single point, plate reader; Dual specificity tyrosine-phosphorylation-regulated kinase 1A (Rattus norvegicus), Q63470; ADP-Glo luminescence, NFATc1 peptide; inhibition, % at 12.5 µM; 0.43% of 310,000 active; in the data active = inhibition above about 50%;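 note: plate controls were vehicle with enzyme for no effect and no enzyme for full effect; many of its hits are not listed in these tables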
HDAC3 inh: HDAC3 deacetylase inhibitors, primary screen, biochemical, fluorescence, cell-free homogeneous; Histone deacetylase 3 (Homo sapiens), O15379; recombinant HDAC3, fluorogenic peptide/trypsin coupled; inhibition, % at 8.3 µM; 0.15% of 320,000 active; in the data active = inhibition above about 26%, passing the limit was not always enough
KCNQ1 inh: inhibitors of human KCNQ1 channel, primary screen, cell-based, thallium flux, high-throughput; CHO-K1 KCNQ1, FluxOR thallium flux fluorescence; hits give high values; Potassium voltage-gated channel subfamily KQT member 1 (Homo sapiens), P51787; AID 2642, 2010; B-score at 10 µM; 1.3% of 310,000 active;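 active = compounds whose thallium flux B-score, printed positive for inhibition, exceeds three library SD while starting fluorescence stays within three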;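 note: channel opened by potassium depolarization with thallium stimulus after 20 min compound exposure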
KCNK3 inh: human KCNK3 channel inhibitors, primary screen, CHO cells, FluxOR thallium flux, B-score; FluxOR fluorescence; hits give low values; B-score at 10 µM; 0.84% of 340,000 active; AID 602410, 2012;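 active = B-score under library mean minus 4 SD, starting fluorescence ratio at most library mean plus 5 SD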;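 note: more negative B-score means stronger inhibition of thallium flux through KCNK3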
TRPC4 act: activators of mouse TRPC4 channel, primary screen, Fluo4 calcium, HEK293 TRPC4beta/mu-opioid cells; B-score at 10 µM; 0.49% of 310,000 active; AID 2237, 2010; Short transient receptor potential channel 4 (Mus musculus), Q9QUQ5; Fluo4 calcium fluorescence; hits give high values;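 active = B-score above 5 SD of library B-scores, and initial fluorescence ratio not above library mean plus 5 SD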;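 note: positive B-score marks a calcium rise read as TRPC4 activation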
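Assay system: HEK293 cells stably co-expressing mouse TRPC4beta and mu-opioid receptor / Timing: Fluo4 dye loading 45 min at room temperature, 110 s recording / Signal: Fluo4 calcium-sensitive dye fluorescence, kinetic, 1 Hz baseline / Read-out: integrated baseline-normalised fluorescence ratio, converted to per-well B score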
TRPC4 PAM: positive allosteric modulators of TRPC4, primary screen, cell-based, mouse TRPC4beta, HEK293 mu-opioid, Fluo-4 calcium. Short transient receptor potential channel 4 (Mus musculus), Q9QUQ5. DAMGO EC20, Fluo-4 Ca2+ flux; hits give high values. B-score at 10 µM. 0.42% of 310,000 active. AID 2227, 2009;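 active = B-score of calcium response area above 5 SD of library B-scores, with initial fluorescence ratio within 5 SD of library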;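 note: B-score of integrated fluorescence ratio over time as area under calcium response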
hERG protect: hERG rescue from dofetilide block, primary screen, cell-based, CHO-hERG, FluxOR thallium flux, dofetilide IC70. Voltage-gated inwardly rectifying potassium channel KCNH2 (Homo sapiens), Q12809. activation (rescue from dofetilide block), less the hit threshold, % at 10 µM. 0.51% of 310,000 active. dofetilide IC70 present;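 active = activation above the mean of controls blocked by dofetilide plus 5 SD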;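 note: thallium influx through hERG after potassium depolarization seen as dye fluorescence rise; in these data hits start at about 4.7%; inactives centre near -7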
* = called active by the depositor; i = inactive; nt = not tested or not shown.

SMILES | KCNK9 inh | TMEM16A inh | KCNQ1 pot | TMEM16A act | Dyrk1A ADPGlo | HDAC3 inh | KCNQ1 inh | KCNK3 inh | TRPC4 act | TRPC4 PAM | hERG protect
O=C1OC/C(=C(/O)c2ccc(Cl)cc2)C1=O | i | i | i | i | nt | 0 | i | i | i | i | -1
COc1ccc(OC)c(C(C)NC(=O)Nc2ccccc2)c1 (centres undefined) | i | i | i | i | 3 | 0 | i | i | i | i | -9
CC(C)=CCC/C(C)=C/C(N)=O | i | i | i | i | -1 | 0 | i | i | i | i | -5
CCCOc1ccc(C(=O)CCC(=O)OCC(=O)Nc2ccc(OCC)cc2)cc1 | i | i | i | nt | nt | nt | i | nt | i | i | -14
Cc1cc(C)c(C(N)=O)c(Nc2ccc3c(c2)OCCO3)n1 | i | i | i | i | -8 | 5 | i | i | i | i | -2
Cc1ccc(OCc2nnc(SCC(=O)c3ccccc3)n2-c2ccccc2)cc1 | i | i | i | i | 4 | -1 | i | i | i | i | -8
O=C(CN1C(=O)NC2(CCCCCC2)C1=O)NCc1cccs1 | i | i | i | i | 0 | 2 | i | i | i | i | -3
O=C(c1ccc([N+](=O)[O-])cc1)N1CCC(n2nnc3cc(F)ccc32)CC1 | i | i | i | i | -4 | 3 | i | i | i | i | -1
Nc1c(C(=O)OCC(=O)Nc2ccc(Cl)cc2[N+](=O)[O-])[nH]c(=O)[nH]c1=O | i | i | i | i | 0 | -13 | i | i | i | i | -11
NC(=S)N/N=C1\CC(n2nnn(-c3cccc(Cl)c3)c2=S)C2COC1O2 (centres undefined) | i | i | i | -5.6* | nt | 2 | i | i | i | i | -7
O=C(Nc1ccccc1Cc1ccccc1)C1CC(=O)N(c2ccc3c(c2)OCCO3)C1 (centres undefined) | i | i | i | i | -2 | 3 | i | i | i | i | -6
CCOC(=O)c1c(C)n(C)c2ccc(OCC(O)CNCCc3ccccc3)cc12 (centres undefined) | i | i | i | i | 1 | 0 | i | i | i | 21* | -4
O=C(C1=C[C@H](c2csc3ccccc23)C[C@H](OCCCCO)O1)N1CCN(Cc2ccc3c(c2)OCO3)CC1 | i | i | i | i | -3 | 4 | i | i | i | i | -6
S=C(Nc1cccnc1)NC1CC2CCC1C2 (centres undefined) | i | i | i | i | -2 | -5 | i | i | i | i | -5
COCCCn1nnnc1SCC(=O)N1CCCC1 | i | i | i | i | 4 | 2 | i | i | i | i | -7
COc1cc(OC)cc(C(=O)OCC(=O)Nc2ccc3[nH]c(=O)[nH]c3c2)c1 | i | i | i | i | 12 | -9 | i | i | i | i | -16
COCCCN1C(=O)N(c2ccccc2)C(=O)C1CC(=O)Nc1ccc(F)cc1 (centres undefined) | i | i | i | i | -3 | 2 | i | i | i | i | 2
CCC(=O)NC(C)C(c1cccs1)N1CCOCC1 (centres undefined) | i | i | i | i | -3 | -3 | i | i | i | i | -7
COc1cc2ccccc2cc1C(=O)NC(=S)Nc1cccc(C(=O)O)c1 | i | i | i | i | 4 | 1 | i | i | i | i | -9
CCO[C@H]1OC(C(=O)Nc2ccccc2)=C[C@@H](c2coc3ccccc3c2=O)[C@@H]1CCCO | i | i | i | i | 1 | 2 | i | i | i | i | -17
CCCCNc1nc2c(c(=O)n(Cc3ccccc3)c(=O)n2C)n1C | i | i | i | i | -1 | -13 | i | i | i | i | -5
C/C(=N\NC(=O)c1cccc(F)c1)c1cccc(NC(=O)c2ccc(F)cc2)c1 | i | i | i | i | -10 | 3 | i | i | i | i | 3
COc1cc(NC(=O)C2CCN(c3cnccn3)CC2)cc(OC)c1 | i | i | i | i | -3 | 0 | i | i | i | i | -10
COc1ccc(CCNC(=O)c2ccc(CNS(=O)(=O)c3cc(C)ccc3C)cc2)cc1OC | i | i | i | i | 6 | 1 | i | i | i | i | -2
CN(C)S(=O)(=O)c1cccc(NC(=O)c2cccc(NS(=O)(=O)c3ccccc3)c2)c1 | i | i | i | i | -6 | 4 | i | i | i | i | -12
Following part
SMILES | KCNK9 inh | TMEM16A inh | KCNQ1 pot | TMEM16A act | Dyrk1A ADPGlo | HDAC3 inh | KCNQ1 inh | KCNK3 inh | TRPC4 act | TRPC4 PAM | hERG protect
O=C(CCc1nnc(CCC2CCCCC2)o1)NCCc1cccnc1 | i | i | i | i | 3 | 2 | i | i | i | i | -4
C=CCSc1n[nH]c(-c2ccc(OCCCC)cc2)n1 | i | i | i | i | 3 | 16 | i | i | i | i | -10
NCCc1c(C(=O)O)[nH]c2ccc([N+](=O)[O-])cc12 | i | i | i | i | 32 | -7 | i | i | i | i | -5
Cc1cccc2cc(C#N)c(SCC(=O)NCc3cccs3)nc12 | i | i | i | i | 2 | -2 | i | i | i | i | -7
Cc1ccc(NC(=O)NC2(C(=O)NCc3ccco3)CCCCC2)cc1 | i | i | i | i | 4 | 9 | i | i | i | i | -5
O=C(NCCNC(=O)c1cc(Cl)ccc1Cl)c1cnccn1 | i | i | i | i | -1 | 2 | i | i | i | i | -4
CC1(C)CC(=O)C=C(Nc2ccccc2C#N)C1 | i | i | i | i | 1 | 12 | i | i | i | i | -5
O=C(NC1CCCCC1)N1CCN(S(=O)(=O)c2ccc(F)cc2)CC1 | i | i | i | i | 1 | -5 | i | i | i | i | -11
Cc1cc(Nc2ccc(Br)cc2)nc(-c2ccccc2O)n1 | i | i | i | i | 3 | 1 | i | i | i | i | -1
CCOc1ccc(NS(=O)(=O)c2ccc3c(c2)CCN3C(=O)CCC(=O)O)cc1 | i | i | i | i | 0 | 0 | i | i | i | i | -5
Cc1cccc(S(=O)(=O)Nc2ccc3c(c2)OCCO3)c1 | i | i | i | i | -4 | -3 | i | i | i | i | -21
O=C1c2cccc3cccc(c23)N1CN1CCN(c2ccccn2)CC1 | i | i | i | i | 13 | -2 | i | i | i | 10* | -2
CCCCn1c(SCC(=O)NC(C)(C)C)nnc1-c1ccco1 | i | 25* | i | i | 0 | 1 | i | i | i | i | -5
O=C(CN(c1cccc([N+](=O)[O-])c1)S(=O)(=O)c1ccccc1)NCc1ccccc1 | i | i | i | i | -1 | 3 | i | i | i | i | -16
O=C1N(Cc2cccc(Cl)c2)C[C@@H]2C[C@@H](c3ccco3)N3CCC[C@@]123 | i | i | i | i | -1 | 7 | i | -9.2* | i | i | -8
CC(=O)Nc1cc(C(=O)N2CCCC2)ccc1Sc1ccc(C)cc1 | i | i | i | i | 0 | 8 | i | i | i | i | -10
COc1ccc(Oc2nc(OC)cc(OC)n2)cc1 | i | i | i | i | -5 | -9 | i | i | i | i | -1
Cc1ccccc1C(=O)NC1CCN(C(=O)N2CCOCC2)CC1 | i | i | i | i | 3 | 0 | i | i | i | i | -6
Cc1ccc2c(c1)COc1c3ccc(C(=O)NC(C)C)cc3nn1-2 | i | i | i | i | 4 | -12 | i | i | i | i | -6
COC(=O)c1[nH]c2ccc(F)cc2c1NS(=O)(=O)c1ccc(OC)cc1OC | -6.6* | i | i | i | 1 | -5 | i | i | i | i | -4
N#Cc1nc(COc2cccc(Cl)c2)oc1N1CCN(c2ccccc2)CC1 | i | i | i | i | 2 | 8 | i | i | i | i | -12
CCCC1(c2ccccc2)NC(=O)N(CC(=O)Nc2cc(S(=O)(=O)N3CCOCC3)ccc2Cl)C1=O (centres undefined) | i | i | i | i | nt | -1 | i | i | i | i | -10
COC(=O)c1c(NC(=O)/C=C/c2ccco2)sc2c1CCC2 | i | i | i | i | -4 | 1 | i | i | i | i | -6
COC(=O)c1ccc(C)c(NC(=O)CCSc2ccc(C)cc2)c1 | i | i | i | i | 1 | 5 | i | i | i | i | -10
COc1ccccc1CCn1c(N)cc(=O)[nH]c1=O | i | i | i | i | 3 | 2 | i | i | i | i | -7
Cc1ccc(C)n1NC(=O)c1cccc(Cl)c1 | i | i | i | i | -4 | 7 | i | i | i | i | -6
Cc1ccc(/C([O-])=C(/C(=S)NCc2ccccc2)[n+]2ccccc2)cc1[N+](=O)[O-] | i | i | i | i | nt | -4 | i | i | i | i | -9
CC(C)(C)C(=O)CN1C(=O)NC2(CCCc3ccccc32)C1=O (centres undefined) | i | i | i | i | 1 | -5 | i | i | i | i | -2
COc1ccc(CCNC(=O)C(=O)NCCC2CCCCN2S(=O)(=O)c2cccs2)cc1 (centres undefined) | i | i | i | i | -1 | nt | i | i | i | i | -15
Cc1cccc(-n2c(N)c(C(=O)NCCN3CCOCC3)c3nc4ccccc4nc32)c1 | i | i | i | nt | nt | -100 | i | nt | i | i | -17

Limited to TRPC4 PAM, Dyrk1A ADPGlo and HDAC3 inh, for five of the compounds above:
compound	TRPC4 PAM	Dyrk1A ADPGlo	HDAC3 inh
Cc1ccccc1C(=O)NC1CCN(C(=O)N2CCOCC2)CC1	i	3	0
Cc1ccc2c(c1)COc1c3ccc(C(=O)NC(C)C)cc3nn1-2	i	4	-12
COC(=O)c1[nH]c2ccc(F)cc2c1NS(=O)(=O)c1ccc(OC)cc1OC	i	1	-5
N#Cc1nc(COc2cccc(Cl)c2)oc1N1CCN(c2ccccc2)CC1	i	2	8
CCCC1(c2ccccc2)NC(=O)N(CC(=O)Nc2cc(S(=O)(=O)N3CCOCC3)ccc2Cl)C1=O (centres undefined)	i	nt	-1

Molecules shown so far containing a cyano group, in the order listed:
SMILES | KCNK9 inh | TMEM16A inh | KCNQ1 pot | TMEM16A act | Dyrk1A ADPGlo | HDAC3 inh | KCNQ1 inh | KCNK3 inh | TRPC4 act | TRPC4 PAM | hERG protect
Cc1cccc2cc(C#N)c(SCC(=O)NCc3cccs3)nc12 | i | i | i | i | 2 | -2 | i | i | i | i | -7
CC1(C)CC(=O)C=C(Nc2ccccc2C#N)C1 | i | i | i | i | 1 | 12 | i | i | i | i | -5
N#Cc1nc(COc2cccc(Cl)c2)oc1N1CCN(c2ccccc2)CC1 | i | i | i | i | 2 | 8 | i | i | i | i | -12

Compound activity as filed in PubChem.

The list is partial; count on the stated rates, not on these rows.
